Screening data (PubChem BioAssay)
S100A4 inh HTS – inhibitors of S100A4-myosin IIA peptide binding, primary screen, biochemical, fluorescence polarization, TAMRA-MyoIIA peptide | Protein S100-A4 (Homo sapiens), P26447 | inhibition, % at 10.7 µM | 0.14% of 360,000 active | AID 652163, 2013;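 active = mean inhibition of at least 70% across replicates, with every replicate also reaching that level; inconclusive = mean inhibition reaches 70% but some replicates fall short; inactive = mean inhibition below 70%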
Target sequence (P26447 whole entry, looked up): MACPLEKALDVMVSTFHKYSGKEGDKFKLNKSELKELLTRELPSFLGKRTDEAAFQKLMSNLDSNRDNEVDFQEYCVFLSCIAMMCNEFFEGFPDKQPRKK
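Test system: S100A4 monomer protein; Medium: HEPES pH 7.2 with CaCl2, KCl, NaCl, DTT, Triton; Probe or stimulus: TAMRA-labelled myosin IIA heavy-chain peptide probe, 5 nM; Doses: one dose per compound; Times: polarization read 5 min after assay mix addition, stable 5–60 min; Benchmarks: neutral control DMSO, positive control TFP.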
EWS-Fli inh – EWS/Fli-driven NR0B1 reporter inhibitors, primary screen, A673 cells, NR0B1 luciferase, luminescence, MLPCN library. 0.67% of 350,000 active. viability-normalised. inhibition, % at 12.6 µM;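 active = mean inhibition of at least 50% after viability correction, with every replicate also passing that limit; inconclusive = mean reaches 50% but only one of two replicates passes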;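 note: firefly luciferase signal divided by Alamar Blue viability fluorescence both relative to DMSO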
RAD52 inh – RAD52 DNA annealing inhibitors, primary screen, biochemical, FRET, single point, set 2; AID 651710, 2012; 0.46% of 360,000 active; recombinant RAD52 DNA annealing, FRET fluorescence; inhibition, % at 18.7 µM;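 active = every replicate showing at least 50% inhibition; inconclusive = mean inhibition at least 50% but not in every replicate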
Target sequence (P43351 whole entry, looked up): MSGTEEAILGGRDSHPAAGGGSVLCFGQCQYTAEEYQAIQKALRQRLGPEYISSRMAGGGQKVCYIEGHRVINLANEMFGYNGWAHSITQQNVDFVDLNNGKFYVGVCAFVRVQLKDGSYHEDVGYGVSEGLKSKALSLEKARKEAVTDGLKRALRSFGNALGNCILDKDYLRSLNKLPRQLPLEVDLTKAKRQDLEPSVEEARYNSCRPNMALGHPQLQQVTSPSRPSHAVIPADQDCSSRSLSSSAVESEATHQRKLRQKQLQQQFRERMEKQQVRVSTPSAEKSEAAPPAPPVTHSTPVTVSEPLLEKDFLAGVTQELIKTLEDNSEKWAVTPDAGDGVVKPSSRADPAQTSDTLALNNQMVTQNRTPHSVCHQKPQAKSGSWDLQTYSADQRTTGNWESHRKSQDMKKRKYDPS
E-selectin induc – E-selectin induction in HUVECs, primary screen, imaging, HUVEC, immunofluorescence imaging, single point | P16581 | normalized: neutral wells 0, TNF-alpha wells 100 | activation, % at 7.58 µM | 0.37% of 260,000 active | AID 686992, 2013;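 active = mean E-selectin-positive cell signal at least 10% of the positive control, reached in at least 60% of replicates, without over 20% cell loss; inconclusive = no rule given, readout overlaps actives, possibly toxicity-flagged; inactive = the rest, including those meeting only one limit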;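 note: in these data hits start at about 27%; measured in HUVEC primary endothelial cells; signal is the percent of cells scored E-selectin positive by PE staining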
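assay system = HUVEC, human umbilical vein endothelial cells | input = 3,000 HUVEC seeded per well | medium = EGM-2 growth medium on 0.1% gelatin-coated wells | dosing = one compound dose added by pin transfer | signal = immunofluorescence imaging | read-out basis = % PE-positive cells | control set = TNF-alpha, DMSO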
Xi reactivation – activators of inactive X chromosome reactivation, primary screen, imaging, XiGFP fibroblasts, GFP high-content imaging, set 2 | XiGFP mouse fibroblasts, % GFP-positive cells imaging, 3 d; cells co-treated with 5-aza-dC sensitizer; scaled so ellipticine positive control = 100% | activation, % at 7.58 µM | 0.055% of 360,000 active | AID 743238, 2013;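 active = mean normalized replicate activation at least 10% and every replicate at or above 10%; inconclusive = only one of the two criteria met; inactive = mean below 10% and not all replicates reach 10%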;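 note: 0% = median of on-plate neutral control wells and 100% = ellipticine 6 µM median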
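material = 68-5-11 XiGFP fibroblast line | medium = DMEM plus 5-aza-dC sensitizer | schedule = 3 days compound exposure | benchmarks = positive control ellipticine, 6 µM final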
RAD54 inh – inhibitors of human RAD54 branch migration, primary screen, biochemical, fluorescence, single point | DNA repair and recombination protein RAD54-like (Homo sapiens), Q92698 | RAD54 Holliday junction branch migration, FAM/BHQ fluorescence | inhibition, % at 10.4 µM | 0.14% of 360,000 active;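 active = mean normalized replicate activity at least 40 and at least half of replicates scoring 40 or more; inconclusive = only one of the two criteria met; inactive = mean below 40 and under half of replicates reaching 40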;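 note: 0% = median of neutral control wells and 100% = median of positive control wells; inhibitors cause a drop in the FAM fluorescence signal; in these data hits start at about 50%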
esBAF inh – Bmi1 luciferase reporter increase in mESCs, primary screen, esBAF inhibitor project, mouse ES cells, Bmi1 luciferase knock-in, single point. 24 h; 100% = twice the neutral-well signal. reporter increase, % at 12.5 µM. 2% of 350,000 active; in the data active = activation above about 40%; inconclusive = no clear call, values can overlap the other calls;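 note: 0% = median of the plate's neutral control wells and 100% = double that signal; a rise in the Bmi1 reporter signal indicates esBAF inhibition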
FN deposition inh – inhibitors of fibronectin matrix deposition, primary screen, AH1F cells, Alexa488-fibronectin fluorescence, plate reader; AH1F fibroblasts, overnight; inhibition, % at 12.6 µM; 0.086% of 350,000 active;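 active = mean inhibition across replicates of 30% or more, regardless of how many single replicates reach that level; inconclusive = mean under 30% yet at least half of replicates reach 30%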;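 note: positive control wells lacked labelled fibronectin entirely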
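Assay system: AH1F fibroblasts / Quantity: 10000 cells per well / Medium: DMEM plus 2% serum, read in PBS / Reagent: labelled fibronectin 24 nM / Dosing: single dose, pinned / Times: 1 h cell attachment, overnight exposure to compound and label / Signal: fluorescence, ex 485 nm, em 525 nm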
* hit, by the source's call; ? = inconclusive; . = no result given.

SMILES	S100A4 inh HTS	EWS-Fli inh	RAD52 inh	E-selectin induc	Xi reactivation	RAD54 inh	esBAF inh	FN deposition inh
Cc1ccc(S(=O)(=O)Nc2ccc3c(c2)C(=O)N([C@@H](C)CO)C[C@@H](C)[C@H](CN(C)Cc2ccc4c(c2)OCO4)OCCCC[C@H](C)O3)cc1	13	22	-13	-0.1	0.7	-6	-9	.
CC(=O)n1cc(C2CC(=O)OC3=C2CC(=O)C(C)(C)C3)c2ccccc21 (stereo not given)	14	3	-10	0.1	0.3	-2	-5	6
Cc1ccc(C(=O)OCc2cn(-c3ccccc3)nn2)cc1	-3	-6	-18	.	0.0	-5	.	.
COc1ccc(NC(=O)Nc2ccc3c(c2)C(=O)N([C@H](C)CO)C[C@@H](C)[C@H](CN(C)S(=O)(=O)c2cn(C)cn2)OCCCC[C@H](C)O3)cc1	.	-5	.	0.0	0.1	6	1	.
Nc1ccc(C(=O)NC23CC4CC(CC(C4)C2)C3)cc1	-1	0	-12	.	0.0	-16	-10	-5
COc1ccc(NC(=O)NC2(C)CCS(=O)(=O)C2)cc1 (stereo not given)	-12	6	13	.	.	0	1	-2
Cc1cc(C)c(S(=O)(=O)c2cccc(C)c2C)c(=O)[nH]1	0	-1	-3	-0.1	-0.1	-5	-1	7
COc1ccc(NC(=O)NNC(=O)c2ccccc2-n2cccc2)cc1OC	0	8	-25	0.2	0.2	.	.	-5
O=C(COC(=O)c1ccc2ccccc2c1)NCCCc1ccccc1	-16	0	-14	.	0.0	-1	-9	7
Cc1cccc(NC(=O)CCc2ccccc2)c1C	-2	-7	14	.	-0.1	-2	3	3
O=C(c1ccccc1Cl)N1CCC(O)(c2cccnc2)CC1	9	12	-16	.	0.0	.	.	20
C=C(C)C(=O)Nc1cccc(C2=NOC3(C2)C[C@@H](C(N)=O)N(C(=O)C(=C)C)C3)c1 (stereo not given in full)	-2	-5	-49	.	0.0	10	-3	-7
O=C(N/N=C/c1ccc(O)cc1)c1cc(-c2ccc3c(c2)OCO3)n[nH]1	1	-14	19	.	0.0	-4	23	7
COc1cccc(Cn2c3ccc(NC(=O)CC(C)C(F)(F)F)cc3c(=O)n2C)c1 (stereo not given)	17	6	-15	0.1	0.2	5	-6	0
CC(C)N(c1nnc(N)s1)C(C)C	.	.	.	-3.2	.	-18	1	2
CCCN1C(=O)c2ccccc2NC1c1ccc(O)c(OCC)c1 (stereo not given)	-24	-1	-19	-0.3	0.0	.	-8	-1
Cc1ccnc(NC(=O)c2cnc(Cl)c(Cl)c2)c1	-3	-46	-19	.	0.0	8	34	-5
Cc1ccc(S(=O)(=O)N2CCCCC2)cc1NC(=O)CN1CCCC1c1cccs1 (stereo not given)	-8	-2	-52	-0.2	-0.1	0	1	2
CCOc1ccc(S(=O)(=O)NCCC(=O)OCC(=O)c2ccc[nH]2)cc1	2	2	-9	.	0.0	.	.	.
CC(C(=O)Nc1ccccc1C(=O)O)n1c(C(F)(F)F)nc2ccccc21 (stereo not given)	-5	-1	-7	0.3	0.0	.	-2	-3
C[C@@H]1CN([C@H](C)CO)C(=O)c2cccc(NS(C)(=O)=O)c2O[C@@H]1CN(C)Cc1ccc(C(F)(F)F)cc1	8	4	1	5.6	0.1	-1	-2	.
COc1ccc(/C=N/n2c(=O)[nH]c3c([nH]c4ccc(F)cc43)c2=O)cc1CN1CCCCC1	0	15	-9	0.2	0.1	18	-6	2
Cc1cc(O)c(C(C)C)cc1NC(=O)c1ccccc1Cl	-3	-12	-14	.	0.2	5	2	3
CC(=O)N1[C@@H](CO)[C@H](c2ccc(-c3ccc(F)cc3)cc2)[C@@H]1CNC(=O)C1CC1	.	-1	.	-0.1	0.0	-4	3	15
C[C@H](CO)N1C[C@H](C)[C@@H](CN(C)S(=O)(=O)c2cn(C)cn2)OCc2ccccc2-c2ccccc2C1=O	-7	5	-8	0.0	-0.1	-1	-3	11
COc1ccc(NC(=O)N(C)C[C@@H]2Oc3c(NS(=O)(=O)c4ccc(Cl)cc4)cccc3C(=O)N([C@@H](C)CO)C[C@H]2C)cc1	7	-2	-6	0.1	-1.1	-2	-1	-13
NS(=O)(=O)c1ccc(NC2=CC(=O)C(=O)c3ccccc32)cc1	2	29	2	.	0.9	-3	6	11
CN(c1ccccc1)S(=O)(=O)c1cc(C(=O)N2CCN(c3ncccn3)CC2)ccc1Cl	2	-25	-4	0.1	0.4	8	-7	-1
COc1ccc(NC(=O)N(C)C[C@@H]2Oc3c(NS(=O)(=O)c4cn(C)cn4)cccc3C(=O)N([C@H](C)CO)C[C@H]2C)cc1	7	-4	3	10	1.8	-1	0	.
CC(C)(C)C(=O)COC(=O)c1cc(-c2cccnc2)nc2ccccc12	-5	-9	-27	4.7	-0.2	.	.	-1
O=C1c2ccccc2C(=O)C1c1ccc(O)cc1	-5	-14	-13	.	0.0	-5	59*	-5
CC(=O)c1ccc(NC(=S)NNC(=O)NC2CCCCC2)cc1	5	8	-18	-0.8	0.2	.	.	-5
Cc1ccc(-n2nc3c(=O)n(CCCC(=O)NCc4ccccc4Cl)nc(C)c3c2C)cc1	1	.	-1	1.4	0.0	-7	6	-2
COc1ccccc1C(=O)Nc1ccc2ccccc2c1	-2	-137	-4	.	0.1	.	.	3
CC(=O)Nc1ccc(NC(=O)CCC(=O)OCC(=O)c2cccc([N+](=O)[O-])c2)cc1	0	0	-10	0.4	0.4	6	.	-6
O=C(O)CCN1C(=O)c2ccc(NC(=O)COc3ccccc3)cc2C1=O	-1	.	-6	0.4	0.0	-2	3	.
C[C@H](O)C#Cc1ccc2c(c1)O[C@@H](CN(C)Cc1ccccc1)[C@H](C)CN([C@H](C)CO)S2(=O)=O	5	7	19	0.5	0.3	8	-3	14
Cc1nnc(NC(=O)CCS(=O)(=O)Cc2ccccc2)s1	-7	-21	-9	-0.1	0.2	3	0	-5
Cc1nn(C)cc1NC(=O)C[C@H]1CC[C@@H]2[C@H](COc3ccc(NC(=O)C4CCC4)cc3C(=O)N2C)O1	-1	1	4	0.0	0.3	7	-4	-10
NC(=O)CC(NC(=O)c1ccc(Cl)cc1)C(=O)NCCc1ccc(S(N)(=O)=O)cc1 (stereo not given)	-2	-12	-19	.	0.2	-12	-1	-10
C[C@H]1CCCCO[C@@H](CN(C)S(=O)(=O)c2ccc(F)cc2)[C@@H](C)CN([C@@H](C)CO)C(=O)c2cc(NC(=O)C3CCCCC3)ccc2O1	-4	12	1	0.0	0.4	-3	-1	0
CN1CCN(CC(=O)Nc2ccc(OC(F)(F)F)cc2)CC1	-3	9	-3	.	0.0	-2	-1	-2
COc1ccc(CNC(=O)C2(C)Cc3c(-c4ccccc4)ccnc3O2)cc1OC (stereo not given)	-3	-3	-7	-1.0	-0.1	0	.	.
O=C(Cn1ccc(=O)[nH]c1=O)Nc1ccc(O)c([N+](=O)[O-])c1	-1	0	-2	-0.3	-0.1	-8	7	0
CC(C)NC(=O)N(C)C[C@H]1Oc2cc(C#CC3CC3)ccc2S(=O)(=O)N([C@@H](C)CO)C[C@H]1C	6	3	2	-0.2	0.1	-25	6	.
O=C(/C=C/c1c(Cl)nc2ccccn12)N1CCN(c2ccc(F)cc2)CC1	-2	7	-20	.	0.0	7	-8	0
Cc1ccc(NC(=O)/C(C#N)=C/c2ccccc2C(F)(F)F)cc1	5	15	-8	.	0.5	.	.	-7
Cc1ccccc1-c1nc(CN2CCC(C(=O)NCCCN3CCCC3)CC2)c(C)o1	-10	.	13	.	.	27	-7	4
N#CC(c1ccccc1)c1ccc([N+](=O)[O-])cc1 (stereo not given)	-3	8	-19	-0.2	-0.2	.	.	7
CCS(=O)(=O)c1ccc(C=NNc2nc3ccccc3o2)cc1	0	-66	-2	-0.4	-0.1	.	.	1
COc1cccc(C(=O)Nc2ccc3c(c2)C(=O)N(C)[C@H]2CC[C@@H](CC(=O)NCc4ccccc4F)O[C@@H]2CO3)c1	.	-12	.	0.4	0.3	.	2	-11
C/C(=N\NC(=O)CN1CCN(Cc2ccccc2)CC1)c1ccncc1	-1	1	-9	3.2	0.3	.	5	-15
COc1ccc(N/C(N)=N/c2nc(C)c(Cc3ccccc3)c(=O)[nH]2)cc1	0	9	-16	.	-0.1	-1	0	1
Cc1ccc(-n2nnnc2SCC(=O)NC2CCCc3ccccc32)c(C)c1 (stereo not given)	.	.	.	-1.5	0.0	.	6	7
CCCNC(=O)Nc1ccc2c(c1)C(=O)N(C)[C@H]1CC[C@H](CC(=O)NC3CCC3)O[C@H]1CO2	.	7	.	-0.1	-0.1	-9	1	-3
COc1ccc(NC(=O)C2CCN(C(=O)Cc3ccccc3)CC2)cc1OC	0	5	-17	.	0.1	.	.	5
O=C(c1cccnc1)N1CC(=O)N2[C@H](CO)[C@@H](c3ccc(-c4cccnc4)cc3)[C@@H]2C1	6	-10	-2	0.1	0.0	.	.	.
N#C[C@H]1[C@H](c2ccccc2C2=CCCCC2)[C@@H](CO)N1S(=O)(=O)c1ccccc1	-2	4	-1	-0.1	0.0	.	.	67*
CC(=O)N1[C@H](CO)[C@H](c2ccccc2)[C@H]1CN(CC1CCC1)C(=O)CN(C)C	5	-1	-7	0.1	0.0	-4	-1	-21
CCNC(=O)N(C)c1c(CC)nc2ccc(C(=O)N3CCN(S(=O)(=O)CC)CC3)cn12	0	-5	1	-0.1	-0.1	-7	-3	-3

Two compounds picked at random from those above, as already listed:
SMILES	S100A4 inh HTS	EWS-Fli inh	RAD52 inh	E-selectin induc	Xi reactivation	RAD54 inh	esBAF inh	FN deposition inh
N#CC(c1ccccc1)c1ccc([N+](=O)[O-])cc1 (stereo not given)	-3	8	-19	-0.2	-0.2	.	.	7
Cc1ccccc1-c1nc(CN2CCC(C(=O)NCCCN3CCCC3)CC2)c(C)o1	-10	.	13	.	.	27	-7	4

(cont.)
SMILES	S100A4 inh HTS	EWS-Fli inh	RAD52 inh	E-selectin induc	Xi reactivation	RAD54 inh	esBAF inh	FN deposition inh
C[C@@H]1CN([C@H](C)CO)S(=O)(=O)c2ccc(-c3cncnc3)cc2O[C@@H]1CN(C)C(=O)CN(C)C	0	-5	-4	0.3	-0.8	2	-6	-8
COCCNC(=S)N1CCN(S(C)(=O)=O)CC1	-8	-3	-9	.	0.1	.	.	-1
C=CCn1c(C(CCCC)CC(C)O)n[nH]c1=S (stereo not given)	3	4	-4	.	0.1	.	.	-3
Cn1/c(=N\NC(=O)c2ccccc2Cl)sc2ccccc21	-7	-68	6	0.1	0.0	-11	?	6
CCN(CC)CCNC(=O)COc1ccc(Cl)cc1Cl	0	-3	-11	.	.	-6	-4	.
